Lung fibro prol: blocks proliferation of human lung fibroblasts; LL 47 human lung fibroblast viability, ATP luminescence; active compounds read low; viability, % at 10 µM; actives 1.1% (n = 85,000); AID 719;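 active = viability at or below 50% in the single dose screen; inactive = viability above 50%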;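 note: compound exposure lasted 72 h before the ATP readout; 100% = median luminescence of untreated cell-only wells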
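Assay system: human lung fibroblast line LL 47, low passage. Input: 1,150 fibroblasts seeded per well. Times: overnight cell rest, 72 h compound treatment at 37 °C. Evaluation: % viability of median cell-only signal. Technique: luminescent ATP detection, CellTiter-Glo. Control set: cell-only wells, no compound.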
H69AR inhibit: growth inhibitors of human H69AR lung tumor cells; H69AR lung tumor viability, ATP luminescence, 72 h; active compounds read low; viability, % at 10 µM; actives 6% (n = 85,000); AID 598;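 active = viability at or below 40%; inactive = viability above 40%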;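 note: multidrug resistant small cell line overexpressing MRP-1 efflux transporter; 100% = mean luminescence of untreated control wells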
HUVEC prolif 384: blocks proliferation of human endothelial cells; HUVEC proliferation, CellTiter-Glo luminescence, 72 h; active compounds read low; viability, % at 10 µM (by protocol); actives 1.1% (n = 86,000);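 active = viability at or below 30%; inactive = viability above 30%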;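 note: 100% = median luminescence of DMSO-only cell control wells on each plate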
PostGolgi ctrl: yeast control strain growth, post-Golgi counter-screen | efflux-deficient yeast background strain, growth absorbance A615, 16 h | inhibition, % at 10 µM | actives 5% (n = 98,000) | AID 738
S1P2 antag: antagonists of human S1P2 receptor; actives 0.21% (n = 97,000); cell-based S1P2 antagonist assay, inhibition at 5 uM; inhibition, % at 5 µM; in the data active = inhibition above about 45%;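 note: CRE beta-lactamase reporter cells expressing human S1P2 stimulated with S1P; 0% = agonist at EC80 alone and 100% = agonist plus reference antagonist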
Target sequence (O95136 whole entry, looked up): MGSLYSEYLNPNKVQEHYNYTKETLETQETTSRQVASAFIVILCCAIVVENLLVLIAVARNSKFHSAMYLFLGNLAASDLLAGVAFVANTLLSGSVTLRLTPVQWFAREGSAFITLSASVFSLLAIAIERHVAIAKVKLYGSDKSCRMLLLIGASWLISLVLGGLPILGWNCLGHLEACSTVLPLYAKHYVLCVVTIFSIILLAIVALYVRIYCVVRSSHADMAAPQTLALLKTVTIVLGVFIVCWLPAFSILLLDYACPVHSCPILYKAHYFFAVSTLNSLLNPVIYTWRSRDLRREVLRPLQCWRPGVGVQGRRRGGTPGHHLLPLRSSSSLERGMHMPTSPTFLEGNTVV
E coli WT exp: blocks growth of wild type E. coli BW25113; OD600 absorbance; growth inhibition, % at 100 µM; actives 0.15% (n = 98,000); AID 710;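 active = growth inhibition above about 50% at one test dose, limit read from the data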;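 note: growth measured after 20 h incubation at 37 °C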
S1P2 ag: agonists of human S1P2 receptor. O95136. actives 0.46% (n = 97,000). S1P2-expressing cell line, agonist reporter read-out. AID 729. activation, % at 4.5 µM; in the data active = activation above about 16%;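 note: 0% = vehicle low control and 100% = maximal reference agonist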
PostGolgi yeast: growth inhibition of a yeast mutant, post-Golgi transport screen | post-Golgi transport phenotypic cell assay | inhibition, % at 10 µM | actives 0.9% (n = 98,000);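 note: yeast cells grown in 1536-well plates; yeast grown about 18 h at 30C before absorbance read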
hDAT+cocaine: modulates human dopamine transporter uptake under cocaine; Q01959; LLC-PK1 hDAT cells, [14C]-dopamine uptake with cocaine IC80; actives deviate in either direction; B-score at 10 µM; actives 1.3% (n = 110,000); AID 449768;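 active = Z score or B-score, a plate-position-corrected score, falls beyond the plate's 99.7% confidence bounds, in either direction; inactive = both scores lie inside the 99.7% bounds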;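 note: scored against the spread of the other compound wells on the same plate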
Target sequence (Q01959 whole entry, looked up): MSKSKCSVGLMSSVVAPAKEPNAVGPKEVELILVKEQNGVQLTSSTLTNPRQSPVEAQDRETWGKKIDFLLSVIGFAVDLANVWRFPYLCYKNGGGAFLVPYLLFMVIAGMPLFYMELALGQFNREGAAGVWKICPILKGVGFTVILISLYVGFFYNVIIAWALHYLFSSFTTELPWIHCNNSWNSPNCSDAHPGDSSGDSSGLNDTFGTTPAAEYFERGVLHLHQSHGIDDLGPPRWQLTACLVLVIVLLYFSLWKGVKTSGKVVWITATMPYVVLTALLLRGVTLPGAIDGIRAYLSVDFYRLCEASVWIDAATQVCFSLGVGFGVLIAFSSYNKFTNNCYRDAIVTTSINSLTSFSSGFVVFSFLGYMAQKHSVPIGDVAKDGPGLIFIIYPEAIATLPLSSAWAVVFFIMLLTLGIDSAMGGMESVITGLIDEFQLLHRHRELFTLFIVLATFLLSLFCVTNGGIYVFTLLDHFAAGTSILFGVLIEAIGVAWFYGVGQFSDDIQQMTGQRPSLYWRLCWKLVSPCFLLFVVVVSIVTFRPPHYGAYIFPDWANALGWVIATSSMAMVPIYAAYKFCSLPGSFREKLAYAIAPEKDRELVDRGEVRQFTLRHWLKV
* = called active by the depositor; / = no result given. Cut-off read from the data, not from the text of the source, unless noted: active = inhibition above about 30%; inactive = the rest.

1: Cc1cccc(NC(=O)CCc2c(C)nc3ncnn3c2C)n1
2: CC(C)CC1NC(=O)N(CC(=O)c2ccc3c(c2)OCCO3)C1=O (configuration not stated)
3: CC1CCc2nc(NC(=O)c3ccc(S(=O)(=O)N4CCCc5ccccc54)cc3)sc2C1 (configuration not stated)
4: O=S(=O)(N/N=C/c1ccc2c(c1)OCCO2)c1ccccc1
5: CCOC(Cn1c(CCCO)nc2ccccc21)OCC
6: CN(C)C(=O)c1ccccc1Sc1cc(Cl)ccc1Cl
7: O=C(CN1CCN(c2ccc(F)cc2)CC1)N1N=CCC1c1ccccc1 (configuration not stated)
8: COc1ccc(CCNC(=O)COc2ccc(S(=O)(=O)N3CCOCC3)cc2)cc1OC

assay / entry	1	2	3	4	5	6	7	8
PostGolgi ctrl	0	-1	1	6	-7	35*	-6	10
Lung fibro prol	106	90	/	/	96	/	/	95
PostGolgi yeast	-3	-4	4	-5	-3	5	-5	1
HUVEC prolif 384	99	85	/	/	87	/	/	97
S1P2 ag	-2	0	-3	-11	-6	-6	-1	-5
hDAT+cocaine	0.54	1.4	0.076	-0.55	0.017	0.31	-0.19	0.39
S1P2 antag	-33	-18	5	25	-4	9	-10	9
H69AR inhibit	91	93	/	/	85	/	/	98
E coli WT exp	0	2	-14	2	6	6	4	-1

9: Cc1cccc(C(=O)Oc2ccc(/C=N/O)cc2)c1
10: Cc1cccc(Cn2cc(/C=C/[N+](=O)[O-])c3ccccc32)c1
11: Cc1ccc(S(=O)(=O)NC(C(=O)OCC(=O)NC(=O)c2cccn2C)C(C)C)cc1 (configuration not stated)
12: Cn1nnnc1SCc1ccc(C(=O)Nc2nccs2)cc1
13: O=C(CSc1nnc(-c2cccnc2)n1CCc1ccccc1)NCc1ccccc1
14: CCOc1cccc2c1OC1(C)CC2NC(=O)N1c1cccc(F)c1 (configuration not stated)
15: CCCCN(C(=O)CN1C(=O)C2CC=CCC2C1=O)c1c(N)n(CCC)c(=O)[nH]c1=O (configuration not stated)
16: Cc1cc(C)n2nc(SCC(=O)c3ccc[nH]3)nc2n1

assay / entry	9	10	11	12	13	14	15	16
PostGolgi ctrl	/	61*	9	0	/	0	6	-7
Lung fibro prol	102	/	96	101	101	96	/	/
PostGolgi yeast	/	11	6	-4	/	-12	2	1
HUVEC prolif 384	92	/	97	93	93	101	/	96
S1P2 ag	-5	-1	/	-6	-4	-5	-3	-4
hDAT+cocaine	0.87	0.4	0.68	-1.2	0.15	0.2	-0.15	1.2
S1P2 antag	2	-15	/	15	3	22	16	-3
H69AR inhibit	76	/	97	110	90	100	/	69
E coli WT exp	/	-16	-3	16	/	-1	-3	6

17: CC(C)OC(=O)c1c(NC(=O)c2cccs2)sc2c1CCCC2
18: CCSc1nc2ccccc2n1Cc1cccc([N+](=O)[O-])c1
19: COc1cccc(-c2nnc(SCC(=O)Nc3cc(C)on3)o2)c1
20: N#CCCN/N=C(/Cc1nc2ccccc2[nH]1)c1cccc(Cl)c1
21: COCCCn1c(-c2ccc(S(=O)(=O)N3CCOCC3)cc2)csc1=Nc1ccccc1
22: CCc1c(C)sc(NC(=O)c2ccc(Br)o2)c1C(=O)OC
23: CCCNS(=O)(=O)c1ccc(NC(=O)c2cccnc2)cc1
24: O=C(Oc1c(Cl)cc(Cl)c2cccnc12)c1ccco1

assay / entry	17	18	19	20	21	22	23	24
PostGolgi ctrl	17	29	4	-2	21	7	24	31*
Lung fibro prol	/	/	/	/	94	94	98	43*
PostGolgi yeast	1	1	-2	-11	1	3	5	6
HUVEC prolif 384	109	/	/	/	96	92	104	30
S1P2 ag	/	-3	3	-8	-2	-5	-8	-2
hDAT+cocaine	0.23	-0.93	-0.3	0.26	/	-0.072	0.48	-0.62
S1P2 antag	/	4	7	3	7	-7	-12	-4
H69AR inhibit	79	/	/	/	95	49	94	1.8*
E coli WT exp	-11	-12	-5	-6	0	-16	-1	100*

Record cards, from the list above. Screens in order: PostGolgi ctrl	Lung fibro prol	PostGolgi yeast	HUVEC prolif 384	S1P2 ag	hDAT+cocaine	S1P2 antag	H69AR inhibit	E coli WT exp
Entry for `CCCNS(=O)(=O)c1ccc(NC(=O)c2cccnc2)cc1` : 24	98	5	104	-8	0.48	-12	94	-1
Entry for `N#CCCN/N=C(/Cc1nc2ccccc2[nH]1)c1cccc(Cl)c1` : -2	/	-11	/	-8	0.26	3	/	-6

Next records:
25: Nc1nnc(Cc2ccc(Cl)c(Cl)c2)s1
26: CCCCc1nc2ccccc2n1Cc1nnc2n1-c1ccccc1SC2
27: Cc1ccc(Sc2ncccc2COC(=O)Nc2c(C)cccc2C)cc1
28: CN(C)c1ccc(C(c2nnnn2CCOC(=O)Nc2ccc(Cl)cc2)N2CCOCC2)cc1 (configuration not stated)
29: O=C(NCC1CCCO1)c1c(O)c2ccccc2[nH]c1=O (configuration not stated)
30: CC(=O)N1CCN(c2nc(C)nc3sc4c(c23)CCC(C)C4)CC1 (configuration not stated)
31: O=C(c1ccc(N2CCCC2=O)cc1)N1CCCCCC1
32: COc1ccc(NC(=O)C2Cc3ccccc3CN2C(=O)c2ccccc2)cn1 (configuration not stated)

assay / entry	25	26	27	28	29	30	31	32
PostGolgi ctrl	10	5	12	34*	-1	13	-3	6
Lung fibro prol	93	97	/	99	97	97	99	96
PostGolgi yeast	1	-1	1	-1	0	-1	4	24
HUVEC prolif 384	95	91	/	98	120	98	105	101
S1P2 ag	-4	-1	-4	-2	-3	-4	0	-9
hDAT+cocaine	-0.14	0.47	0.82	0.7	-0.4	/	-0.88	2.9*
S1P2 antag	-3	1	23	13	1	-14	23	29
H69AR inhibit	85	77	/	89	56	80	106	80
E coli WT exp	16	0	-12	2	1	4	8	-2

33: COC(=O)c1cc(Br)c(=O)n(CCc2ccc(F)cc2)c1
34: Cc1nnc(-c2cccc(Br)c2)c2cn(-c3cccc(Br)c3)nc12
35: OCC(CO)(CO)N=Cc1c(O)ccc2ccccc12
36: COc1ccc(CCNc2nc(-c3ccco3)cc(C(F)(F)F)n2)cc1OC
37: O=C(O)CCC(=O)NCc1ccc(C(=O)O)cc1
38: Cc1ccc(C)c(Cn2c(=O)n(-c3ccc(CC(=O)NCc4ccco4)cc3)c(=O)c3sccc32)c1
39: Cc1ccc2nc(SCc3nnc(-c4ccccc4Br)o3)[nH]c2c1
40: COCCN(C(=O)c1csnn1)C(C(=O)NC1CCCCC1)c1cccs1 (configuration not stated)

assay / entry	33	34	35	36	37	38	39	40
PostGolgi ctrl	16	19	10	2	12	-2	15	6
Lung fibro prol	104	/	103	103	106	93	84	98
PostGolgi yeast	-3	7	21	-8	-2	-3	1	17
HUVEC prolif 384	106	/	114	93	97	105	84	90
S1P2 ag	0	-6	-4	-3	-4	-8	-2	-2
hDAT+cocaine	-0.25	-0.85	-1.8	-0.067	-0.74	0.17	-0.071	1.5
S1P2 antag	-12	-1	19	2	-14	20	-15	-2
H69AR inhibit	95	/	86	95	96	90	78	92
E coli WT exp	5	-7	8	1	-4	-16	-4	-2

41: C=CCNC(=O)CCCOc1cc(C)ccc1C
42: Cc1nn(-c2ccccc2)c2c1C(c1ccccc1)C(C#N)=C(N)O2 (configuration not stated)
43: CCc1ccc(NC(=O)Nc2ccc3c(c2)N(C)C(=O)CS3)cc1
44: C=CCNc1oc(-c2ccc(OCC)cc2)nc1C#N
45: N#C/C(=C(/O)CSc1nnc(Cc2cccs2)n1C1CCCCC1)c1nc2ccccc2[nH]1
46: Cn1nccc1C(=O)NCCN1C(=O)OC(C)(C)C1(C)O (configuration not stated)
47: COc1ccc(NCc2nnc(SCC(=O)c3ccc(C)cc3)o2)cc1
48: COc1ccc(C2CC(=O)c3c(C)nc(N4CCN(c5ccccc5)CC4)nc3C2)cc1 (configuration not stated)

assay / entry	41	42	43	44	45	46	47	48
PostGolgi ctrl	-4	2	2	-1	-12	1	0	13
Lung fibro prol	100	/	93	97	84	/	99	/
PostGolgi yeast	-1	-5	-6	-15	-5	3	0	-2
HUVEC prolif 384	99	/	66	112	86	96	100	/
S1P2 ag	-6	-7	-1	-1	/	/	0	2
hDAT+cocaine	0.98	-0.98	0.83	0.11	0.067	-0.96	0.11	0.23
S1P2 antag	1	13	15	-6	/	/	-4	13
H69AR inhibit	55	/	94	107	54	102	94	/
E coli WT exp	-1	7	-5	-11	-3	6	10	-5

49: Cc1ccc(N2C(=O)c3ccc(C(=O)NCCN4CCOCC4)cc3C2=O)cc1
50: COc1ccc(/C=N/NC(=O)c2sccc2OCc2ccc(F)cc2)cc1OC
51: COc1ccc(-n2c(Cc3cccn3C)nnc2SCC(=O)Nc2cccc(OC)c2)cc1
52: COc1ccc(OC)c(NC(=O)c2c(NC(=O)c3ccco3)sc3c2CCC3)c1
53: CC(C)NC(=O)c1cccc(Br)c1
54: Cc1ccc(C(=O)Nc2nc3ccccc3s2)s1
55: COc1c(Cl)cc(Cl)cc1C(=O)Nc1ccccc1N1CCN(C(C)=O)CC1
56: CC(=O)Nc1ccc(S(=O)(=O)NC2(C(F)(F)F)NC(=O)N(c3ccc(Cl)cc3)C2=O)cc1 (configuration not stated)
57: CCOc1cc(NC(=S)Nc2cccc(OC)c2)c(OCC)cc1NC(=O)c1ccc(C)cc1

assay / entry	49	50	51	52	53	54	55	56	57
PostGolgi ctrl	7	-5	3	4	5	7	/	-4	-15
Lung fibro prol	106	/	95	109	119	99	99	/	/
PostGolgi yeast	-2	3	-4	-3	16	4	/	-5	4
HUVEC prolif 384	91	/	93	89	100	86	91	/	/
S1P2 ag	-4	-2	-2	2	-5	/	0	-5	-3
hDAT+cocaine	0.75	-1.2	3.2	/	0.44	/	/	-0.71	0.018
S1P2 antag	30	-18	2	-10	-21	/	-35	5	6
H69AR inhibit	106	/	37*	89	101	62	98	/	/
E coli WT exp	4	4	0	-2	6	-7	/	-4	-10

Shown with each value named: part of the list above
32) COc1ccc(NC(=O)C2Cc3ccccc3CN2C(=O)c2ccccc2)cn1 (configuration not stated)
- PostGolgi ctrl: 6
- Lung fibro prol: 96
- PostGolgi yeast: 24
- HUVEC prolif 384: 101
- S1P2 ag: -9
- hDAT+cocaine: 2.9*
- S1P2 antag: 29
- H69AR inhibit: 80
- E coli WT exp: -2

33) COC(=O)c1cc(Br)c(=O)n(CCc2ccc(F)cc2)c1
- PostGolgi ctrl: 16
- Lung fibro prol: 104
- PostGolgi yeast: -3
- HUVEC prolif 384: 106
- S1P2 ag: 0
- hDAT+cocaine: -0.25
- S1P2 antag: -12
- H69AR inhibit: 95
- E coli WT exp: 5
